NadD block – blocks S. aureus nicotinate mononucleotide adenylyltransferase; purified NadD enzyme, colorimetric absorbance read-out; inhibition, % at 20 µM; 0.78% of 360,000 active; AID 602399; in the data active = inhibition above about 26%; note: some compounds past the cut are filed as inactive
Rin1 Abl inh – blocks binding of human Rin1 to Abl; P00519+Q13671; TR-FRET Rin1/Abl binding, biochemical; inhibition, % at 7.35 µM; 0.4% of 360,000 active; AID 588664; in the data active = inhibition above about 5%, passing the limit was not always enough
Target sequence (P00519 whole entry, looked up): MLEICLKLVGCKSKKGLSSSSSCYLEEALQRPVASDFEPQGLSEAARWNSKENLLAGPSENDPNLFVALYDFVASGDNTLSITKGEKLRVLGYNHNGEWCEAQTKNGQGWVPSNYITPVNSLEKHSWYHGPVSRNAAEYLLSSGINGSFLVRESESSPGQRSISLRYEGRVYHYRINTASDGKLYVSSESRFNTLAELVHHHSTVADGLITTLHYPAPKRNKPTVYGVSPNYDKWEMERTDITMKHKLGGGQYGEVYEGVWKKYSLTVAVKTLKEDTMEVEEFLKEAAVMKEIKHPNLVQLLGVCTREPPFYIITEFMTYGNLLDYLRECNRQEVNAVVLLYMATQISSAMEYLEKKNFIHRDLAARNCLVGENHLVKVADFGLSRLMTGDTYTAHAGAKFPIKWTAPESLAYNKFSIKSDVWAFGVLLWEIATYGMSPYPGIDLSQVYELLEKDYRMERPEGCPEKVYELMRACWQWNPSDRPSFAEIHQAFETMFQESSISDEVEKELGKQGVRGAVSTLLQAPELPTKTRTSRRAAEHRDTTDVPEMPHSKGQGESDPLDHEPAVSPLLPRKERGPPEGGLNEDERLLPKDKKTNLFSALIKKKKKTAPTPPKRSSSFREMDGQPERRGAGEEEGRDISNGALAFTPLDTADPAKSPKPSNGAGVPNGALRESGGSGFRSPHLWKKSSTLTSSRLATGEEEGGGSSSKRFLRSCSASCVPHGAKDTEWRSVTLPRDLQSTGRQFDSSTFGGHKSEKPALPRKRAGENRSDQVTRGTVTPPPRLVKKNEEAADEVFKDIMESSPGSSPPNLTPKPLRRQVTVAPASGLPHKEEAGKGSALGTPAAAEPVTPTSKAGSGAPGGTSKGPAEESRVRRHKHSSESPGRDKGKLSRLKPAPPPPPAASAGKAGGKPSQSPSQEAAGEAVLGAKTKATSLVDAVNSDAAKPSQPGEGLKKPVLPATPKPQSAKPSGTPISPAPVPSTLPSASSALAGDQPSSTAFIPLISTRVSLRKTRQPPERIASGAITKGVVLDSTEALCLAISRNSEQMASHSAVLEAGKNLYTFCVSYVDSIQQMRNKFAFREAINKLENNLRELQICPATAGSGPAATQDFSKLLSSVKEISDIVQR
Target sequence (Q13671 whole entry, looked up): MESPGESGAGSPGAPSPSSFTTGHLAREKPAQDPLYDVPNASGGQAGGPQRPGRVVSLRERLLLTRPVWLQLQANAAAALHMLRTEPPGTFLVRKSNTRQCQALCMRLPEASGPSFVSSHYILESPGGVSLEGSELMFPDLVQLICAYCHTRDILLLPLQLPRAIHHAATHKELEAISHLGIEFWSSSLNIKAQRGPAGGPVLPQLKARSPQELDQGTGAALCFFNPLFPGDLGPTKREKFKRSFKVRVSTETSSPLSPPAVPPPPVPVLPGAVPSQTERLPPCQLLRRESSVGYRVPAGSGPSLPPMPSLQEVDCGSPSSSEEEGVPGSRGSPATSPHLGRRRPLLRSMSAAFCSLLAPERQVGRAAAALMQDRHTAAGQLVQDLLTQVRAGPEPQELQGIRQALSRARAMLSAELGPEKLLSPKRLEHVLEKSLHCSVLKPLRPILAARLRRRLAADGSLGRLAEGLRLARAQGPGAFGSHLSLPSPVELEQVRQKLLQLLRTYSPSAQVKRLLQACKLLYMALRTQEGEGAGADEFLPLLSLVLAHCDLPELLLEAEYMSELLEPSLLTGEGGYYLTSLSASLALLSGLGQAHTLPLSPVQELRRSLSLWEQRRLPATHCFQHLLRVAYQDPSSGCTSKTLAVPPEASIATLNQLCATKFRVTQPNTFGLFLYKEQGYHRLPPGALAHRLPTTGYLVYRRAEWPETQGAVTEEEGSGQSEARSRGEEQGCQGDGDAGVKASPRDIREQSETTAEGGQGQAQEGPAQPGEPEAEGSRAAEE
Rpn11 block – Rpn11 (human) deubiquitinase inhibition; calls only at 20 µM; 0.59% of 360,000 active; O00487; human 26S proteasome, Ub4-pepOG fluorescence polarization; 20S core pre-blocked with epoxomicin; AID 588493;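 active = inhibition at 20 µM, scaled to each plate's controls, above about 33%, limit read from the data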
Neddylation inh – blocks human cullin neddylation; TR-FRET cullin neddylation, biochemical; P61081+Q13564; 0.58% of 360,000 active; calls only at 25 µM; in the data active = inhibition above about 36%
FAS TE block – FAS thioesterase (human) inhibition; 0.67% of 360,000 active; AID 602261; inhibition, % at 15 µM; recombinant FAS-TE, OMFH fluorogenic substrate, fluorescence endpoint;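 active = compounds whose normalised, plate-corrected inhibition of enzyme fluorescence in the single-dose primary screen is 50% or more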;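 note: 0% = DMSO with enzyme and 100% = substrate without enzyme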
CSN inh – blocks human CSN-mediated cullin deneddylation; Q92905; Purified CSN, SCF-Nedd8-OG deneddylation, fluorescence polarization; inhibition, % at 12.5 µM; 0.38% of 360,000 active; AID 651999;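 active = pattern-corrected inhibition above about 35%, with an unprinted fluorescence ratio check between 0.5 and 1.5, limit read from the data, passing the limit was not always enough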;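 note: 0% = enzyme with substrate and 100% = substrate without enzyme; some results filed as inactive read as strong as hits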
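assay system = purified human Csn5 enzyme expressed in HEK293T cells | amount = 0.24 nM enzyme | buffer or medium = Tris/NaCl/DTT buffer, pH 7.5 | reagent = 10 nM SCFSkp2-Nedd8OG | compound = one concentration, 12.5 µM, 0.25% DMSO | times = 90 min reaction at room temperature | signal = FP | read-out basis = % inhibition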
MT1-MMP act inh – MT1-MMP (human) activation inhibition; HT1080 RFP-PRO-GFP cells, GFP/RFP ratio fluorescence, overnight; percent of plate control window, DMSO zero; GFP/RFP ratio change, % at 20 µM; 0.061% of 360,000 active;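 active = GFP/RFP ratio change of at least 30% with cell ATP level not reduced by more than half and red fluorescence within 50% of control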; note: strong numbers were not always called active
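system = RFP-PRO-GFP reporter HT1080 cells | dosing = 20 µM single dose, 1% DMSO | timing = overnight cell settling, then overnight compound exposure, 37 °C, 5% CO2 | read-out basis = GFP/RFP fluorescence ratio | controls = DMSO and RFP-L50D-GFP cell wells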
SKN-1 inh – C. elegans SKN-1 inhibition; C. elegans VP596 Pgst-4::GFP/RFP ratio, acrylamide-induced, 24 h; inhibition, % at 21.8 µM; 0.49% of 360,000 active;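 active = interference check ratio from 0.5 to 1.5 plus GFP to RFP signal ratio inhibition reaching or exceeding a fixed threshold, cut at about 30% in these data, passing the limit was not always enough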; note: some compounds called inactive have numbers as strong as hits
MLLE-PAM2 inh – inhibitors of microRNA-mediated deadenylation, human PABP1 MLLE binding; GST-MLLE / FITC-PAM2 fluorescence polarization; inhibition, % at 20 µM; 0.36% of 360,000 active; in the data active = inhibition above about 35%, passing the limit was not always enough;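 note: plate controls were DMSO wells with GST-MLLE for no effect and wells lacking GST-MLLE protein for full effect; some results filed as inactive read as strong as hits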
Numbers without * were called inactive; i = inactive; . = not tested or not shown; + = active, no number.

No.	SMILES	NadD block	Rin1 Abl inh	Rpn11 block	Neddylation inh	FAS TE block
1	O=C(CSc1nnc(NC(=O)c2ccccc2F)s1)NCc1ccco1	1	2	i	i	-8
2	CCCc1nc2c(C)cc(C)cc2c(N)c1CC	-5	-2	i	i	-8
3	O=C(Oc1ccc(OC(=O)c2ccco2)c(S(=O)(=O)c2ccc(Br)cc2)c1)c1ccco1	11	-1	i	i	35
4	COc1ccc(Cl)cc1N(C)C(=O)CCc1nc(-c2ccc(C)cc2)no1	-3	-1	i	i	16
5	COc1ccc(CN(Cc2ccco2)S(=O)(=O)c2ccc(S(=O)(=O)N3CCCC3)cc2)cc1	0	-6	i	i	1
6	CNCc1cc2ccc(C)cc2[nH]c1=O	-4	-6	i	i	-2
7	CC(C)C[C@H](NC(=O)N1CC(=O)Nc2ccccc21)C(=O)N[C@H](C(=O)O)c1ccccc1	4	2	i	i	-6
8	O=c1c(Cc2ccc(Cl)cc2)c(O)ccn1Cc1cccc(Cl)c1	-6	2	i	i	10

No.	CSN inh	MT1-MMP act inh	SKN-1 inh	MLLE-PAM2 inh
1	0	-1	0	2
2	3	5	17	-10
3	-4	7	36*	1
4	-1	-8	14	9
5	-1	6	-11	-1
6	7	-3	10	-22
7	1	2	17	12
8	0	-3	-16	3

Gathered by group: those above with two or more sulfur atoms (two)
No.	SMILES	NadD block	Rin1 Abl inh	Rpn11 block	Neddylation inh	FAS TE block
1	O=C(CSc1nnc(NC(=O)c2ccccc2F)s1)NCc1ccco1	1	2	i	i	-8
5	COc1ccc(CN(Cc2ccco2)S(=O)(=O)c2ccc(S(=O)(=O)N3CCCC3)cc2)cc1	0	-6	i	i	1

No.	CSN inh	MT1-MMP act inh	SKN-1 inh	MLLE-PAM2 inh
1	0	-1	0	2
5	-1	6	-11	-1

(cont.)
No.	SMILES	NadD block	Rin1 Abl inh	Rpn11 block	Neddylation inh	FAS TE block
9	COCCn1c(SCC(=O)NCc2ccco2)nnc1C(C)C	-1	-2	i	i	-4
10	O=C(COc1ccc(=O)n(-c2ccccc2)n1)Nc1ccccc1	0	-1	i	i	-5
11	COc1cc(N=Nc2ccc3ccccc3c2)ccc1O	-11	0	i	i	23
12	Cc1ccc(NC(=O)CSc2nnc3ccccn23)c(Cl)c1	5	-2	i	i	-6
13	Nc1[nH]c(C(=O)c2ccccc2)c(-c2ccncc2)c1C(=O)NCCc1c[nH]c2ccccc12	9	.	.	i	-3
14	Nc1nnc(-c2ccc(F)cc2)s1	-1	0	i	i	-4
15	COc1ccc(Cl)cc1C(=O)NC(=S)Nc1cc(-c2nc3ccccc3[nH]2)ccc1C	34*	1	i	i	29
16	Cc1cccc(NC(=O)CSc2nc3c([nH]c4ccccc43)c(=O)n2C)c1	4	-4	i	i	-1

No.	CSN inh	MT1-MMP act inh	SKN-1 inh	MLLE-PAM2 inh
9	-5	-1	-9	3
10	0	-1	-6	-3
11	2	11	13	4
12	-1	4	-4	1
13	-1	0	-10	.
14	0	4	-6	-11
15	-2	-4	13	25
16	2	-2	6	-4

Filtered by structure: the compounds so far containing fluorine.
No.	SMILES	NadD block	Rin1 Abl inh	Rpn11 block	Neddylation inh	FAS TE block
1	O=C(CSc1nnc(NC(=O)c2ccccc2F)s1)NCc1ccco1	1	2	i	i	-8
14	Nc1nnc(-c2ccc(F)cc2)s1	-1	0	i	i	-4

No.	CSN inh	MT1-MMP act inh	SKN-1 inh	MLLE-PAM2 inh
1	0	-1	0	2
14	0	4	-6	-11

Following part:
No.	SMILES	NadD block	Rin1 Abl inh	Rpn11 block	Neddylation inh	FAS TE block
17	CN(C)CCCN(C(=O)/C=C/c1cccs1)c1nc2ccc(F)cc2s1	-4	-8	i	i	-7
18	O=C(C1CCCN(c2ncnc3c2nc2n3CCCCC2)C1)N1CCN(c2ccccc2)CC1 (stereo not given)	2	3	i	i	8
19	O=C1c2ccccc2C(c2nnnn2-c2ccc3ccccc3c2)N1C1CC1 (stereo not given)	-3	.	.	i	-8
20	COc1ccc(CN(C)C(=O)c2ccc(Cl)c(S(=O)(=O)NCc3cccnc3)c2)cc1F	-6	4	i	i	4
21	Cc1ccc2ncc(NC(=O)c3ccc(F)cc3)c(=O)n2c1	0	-9	i	i	-11
22	Cn1cc(C(=O)NCC2COc3ccccc3O2)c(=O)c2cc(S(=O)(=O)N3CCCCC3)ccc21 (stereo not given)	11	1	i	i	53*
23	Cc1ccc(-c2nc(C)sc2CC(=O)OCC(=O)Nc2c(F)cccc2F)cc1	-8	-2	i	i	-3
24	COC(=O)c1ccccc1NC(=O)NC1CCCCC1	-5	0	i	i	0

No.	CSN inh	MT1-MMP act inh	SKN-1 inh	MLLE-PAM2 inh
17	11	-5	-1	-8
18	4	2	11	2
19	-1	4	7	.
20	-4	2	3	-3
21	4	9	-7	14
22	2	-3	5	-11
23	-8	5	6	0
24	0	-4	10	-3

Other records follow.
No.	SMILES	NadD block	Rin1 Abl inh	Rpn11 block	Neddylation inh	FAS TE block
25	O=[N+]([O-])c1ccc(N/N=C/c2sc(N3CCOCC3)nc2-c2ccccc2)c(S(=O)(=O)Nc2ccccc2Cl)c1	75*	-1	+	i	12
26	O=C(COC(=O)C12CC3CC(CC(Cl)(C3)C1)C2)Nc1ccc2[nH]c(=O)[nH]c2c1	0	3	i	i	1
27	O=C(Nc1ccc(CN2CCOCC2)cc1)c1ccco1	-2	4	i	i	-7
28	O=C(COC(=O)C1CC2CCCC(C1)C2=O)Nc1ccc(F)c(Cl)c1 (stereo not given)	-6	1	i	i	13
29	COc1cccc(/C=N/NC(=O)c2cccc([N+](=O)[O-])c2)c1OS(=O)(=O)c1ccccc1	-1	-3	i	i	25
30	Oc1ccccc1-c1cc(-c2cccc(F)c2)n[nH]1	-3	-3	i	i	11
31	O=C1N(O)C2(C=CCCC2)/C(=N\O)C12CCCCC2 (stereo not given)	-4	-3	i	i	-2
32	O=C(Nc1cccc([N+](=O)[O-])c1)c1ccc2c(c1)C(=O)N(c1ccccn1)C2=O	-4	2	i	i	-3

No.	CSN inh	MT1-MMP act inh	SKN-1 inh	MLLE-PAM2 inh
25	51*	-227	-5	-165
26	1	1	-4	6
27	-5	-1	17	8
28	1	3	3	1
29	5	4	-3	11
30	0	10	-1	6
31	4	1	20	-3
32	4	2	7	15

(cont.)
No.	SMILES	NadD block	Rin1 Abl inh	Rpn11 block	Neddylation inh	FAS TE block
33	COc1cc(C(C)=O)ccc1O	2	1	i	i	-2
34	CN(C)C(=O)Nc1cnc2ccccc2c1	-7	-5	i	i	-7
35	C=CCNC(=O)NC(=O)COC(=O)c1cccnc1SC	-1	5	i	i	-11
36	O=C(COc1ccc(F)cc1Br)N1CCN(S(=O)(=O)/C=C/c2ccccc2)CC1	-3	-1	i	i	31
37	CCCN(CC1CCCO1)C(=O)c1cc(COc2cccc(OC)c2)on1 (stereo not given)	2	-2	i	i	2
38	CN(C(=O)CSc1nc(-c2cccs2)nc2ccccc12)C1CCS(=O)(=O)C1 (stereo not given)	3	3	i	i	-5
39	C[C@H]1Cn2cnc(C(=O)NCC(=O)OC(C)(C)C)c2C(=O)N1	-3	-2	i	i	-10
40	CCN(CC)S(=O)(=O)c1ccc(C(=O)Nc2ccc3c(c2)OCCO3)cc1	-1	0	i	i	9

No.	CSN inh	MT1-MMP act inh	SKN-1 inh	MLLE-PAM2 inh
33	1	2	2	14
34	-1	1	-4	6
35	-4	2	-16	-9
36	-5	-2	20	-15
37	4	3	-3	-4
38	5	3	11	-8
39	-9	4	3	4
40	3	0	7	21

Next structures.
No.	SMILES	NadD block	Rin1 Abl inh	Rpn11 block	Neddylation inh	FAS TE block
41	Cc1ccc(S(=O)(=O)Nc2ncnc3ccccc23)cc1	-5	0	i	i	-5
42	Cc1ccc(C(=O)Nc2cc(Cl)ccc2-n2cncn2)s1	-5	0	i	i	1
43	CCN(CC(=O)Nc1cccc(Br)c1)Cc1nc2ccccc2c(=O)[nH]1	0	2	i	i	5
44	COc1cc([N+](=O)[O-])ccc1NC(=O)Cc1ccccc1	-3	3	i	i	10
45	CSc1sc(C(=O)NCC2CC2)cc1S(=O)(=O)C(C)C	-1	-4	i	i	-3
46	Cc1cccc(-n2ncc3c(NCc4ccccn4)ncnc32)c1	0	0	i	+	-8
47	COc1ccccc1C(=O)Nc1ccc2ccccc2c1	-10	-2	i	i	13
48	CCc1ccccc1NC(=O)CN1CCN(C(=O)CNC(=O)Cc2cccc3ccccc23)CC1	4	-1	i	i	-5

No.	CSN inh	MT1-MMP act inh	SKN-1 inh	MLLE-PAM2 inh
41	-1	6	-11	-5
42	4	0	-21	-8
43	-1	10	9	-18
44	-1	-2	12	-5
45	0	0	-1	-1
46	-2	5	20	7
47	3	-5	48*	-10
48	4	-1	4	-23

Next entries follow:
No.	SMILES	NadD block	Rin1 Abl inh	Rpn11 block	Neddylation inh	FAS TE block
49	CCOc1ccc(-c2c(C#N)c(N)nc3c2c(=O)n(C)c(=O)n3C)cc1OC	-4	4	i	i	-1
50	O=c1c2ccccc2c(-c2ccc(F)cc2)nn1-c1ccc(C(F)(F)F)cc1	-2	-3	i	i	23
51	COC(=O)NNC(=S)Nc1cc(OC)ccc1OC	-4	2	i	i	-5
52	CCC(C)NC(=O)C(Cc1ccccc1)NS(=O)(=O)c1ccc2c(c1)oc(=O)n2C (stereo not given)	0	-1	i	i	-6
53	COc1ccc(NC(=O)c2ccccc2Sc2ccc(NC(C)=O)nc2)cc1	1	0	i	i	2
54	CC(=O)N(Cc1ccccn1)Cc1ccco1	-4	-2	i	i	-3
55	Cc1cc(C)cc(-n2ncc3c2CCCC3NC(=O)c2ccccc2)c1 (stereo not given)	-5	2	i	i	1
56	CCON1C(=O)C(C)(C)N(OCC)C(=O)C1(C)C	-5	-3	i	i	-5

No.	CSN inh	MT1-MMP act inh	SKN-1 inh	MLLE-PAM2 inh
49	2	5	7	2
50	0	1	-1	-8
51	1	7	3	-44
52	1	-2	-2	5
53	0	-3	2	-2
54	-2	1	-4	5
55	2	-9	8	-12
56	1	3	6	-3

More structures
No.	SMILES	NadD block	Rin1 Abl inh	Rpn11 block	Neddylation inh	FAS TE block
57	COCCCNC(=O)C1CCN(C(=O)Nc2ccc(Cl)cc2)CC1	3	-3	i	i	-7
58	COc1ccc(N/C=C2\C(=O)c3c(sc(C)c3C)N(C)S2(=O)=O)cc1	-7	1	i	i	0
59	CCOC(=O)c1cc2c(=O)n3ccccc3nc2n(C(C)C)c1=NC(=O)c1ccco1	-2	-4	i	.	4
60	Nc1ccc(C(=O)CC(=O)Nc2ccc(Cl)cc2)cc1	1	1	i	i	-1

No.	CSN inh	MT1-MMP act inh	SKN-1 inh	MLLE-PAM2 inh
57	3	4	12	-3
58	5	1	3	-18
59	-10	-2	1	25
60	0	7	4	1

Screens deposited in PubChem by several laboratories.
